Compound activity as filed in PubChem BioAssay.
KCNQ2 inh: KCNQ2 potassium channel inhibitors, primary screen, cell-based, CHO-K1, FluxOR thallium flux, B-score (AID 2156); Potassium voltage-gated channel subfamily KQT member 2 (Rattus norvegicus), O88943; B-score at 10 µM; 310,000 tested, 1.1% active; 20 min; hits give low values;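 active means fluorescence ratio B-score at most minus 3 library SDs, with starting brightness B-score within 2 library SDs, cut at about -5.5 in these data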
Kir21 block: inhibitors of mouse Kir2.1 inward-rectifier potassium channel | HEK293-Kir2.1, FluxOR thallium flux fluorescence; hits give low values | B-score at 10 µM | 310,000 tested, 0.85% active | AID 1672, 2009;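 active means fluorescence ratio B-score at or below minus 3 SD of library scores, with starting-brightness B-score within 2 SD, cut at about -4.2 in these data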;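 further: channel flux triggered by added potassium and thallium sulfate stimulus; B-score of peak minus minimum fluorescence over baseline after thallium stimulus; more negative B-score means stronger Kir2.1 block with less thallium influx; some compounds called inactive have numbers as strong as hits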
Target sequence (P35561 whole entry, looked up): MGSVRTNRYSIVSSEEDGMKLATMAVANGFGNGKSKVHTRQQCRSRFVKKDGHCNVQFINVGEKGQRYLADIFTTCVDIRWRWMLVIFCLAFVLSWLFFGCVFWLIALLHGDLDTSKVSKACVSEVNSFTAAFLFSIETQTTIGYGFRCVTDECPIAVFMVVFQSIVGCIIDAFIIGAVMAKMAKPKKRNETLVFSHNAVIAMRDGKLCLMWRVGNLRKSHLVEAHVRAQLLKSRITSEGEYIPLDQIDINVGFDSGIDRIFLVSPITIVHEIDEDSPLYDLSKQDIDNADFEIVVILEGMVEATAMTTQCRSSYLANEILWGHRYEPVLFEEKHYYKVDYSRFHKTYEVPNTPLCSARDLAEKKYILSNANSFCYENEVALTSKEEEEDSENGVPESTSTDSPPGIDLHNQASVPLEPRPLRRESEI
The depositor's hits bear a star.

Results for COc1ccccc1N1CCN(C(=O)c2sc3nc(-c4ccccc4)cn3c2C)CC1 ?
KCNQ2 inh: inactive; Kir21 block: -1.3

How did CSc1nnc(Cn2c(=O)sc3ccccc32)n1C do in these assays?
KCNQ2 inh: inactive; Kir21 block: 1.5

What do the screens show for `CN(NC(=O)c1ccccc1F)c1ccc([N+](=O)[O-])cn1`?
KCNQ2 inh: inactive; Kir21 block: -1.8

What do the screens show for `O=C(NCC1CCCO1)/C(=C/c1cn(-c2ccccc2)nc1-c1cccnc1)NC(=O)c1ccccc1` (stereo unspecified)?
KCNQ2 inh: inactive; Kir21 block: 2.3

How did Cc1ccc(S(=O)(=O)NCCC(=O)OCC(=O)N2CCCC2=O)cc1C do in these assays?
KCNQ2 inh: inactive; Kir21 block: 0.73

How did CCC1CCCCN1C(=O)c1ccc(OC2CCN(C(=O)C3CC3)CC2)cc1 (stereo unspecified) do in these assays?
KCNQ2 inh: inactive; Kir21 block: 0.76

How did CC1CCCN(C(=O)Cn2nnc(-c3ccc(N(C)C)cc3)n2)C1 (stereo unspecified) do in these assays?
KCNQ2 inh: inactive; Kir21 block: -0.68

Results for CCOC(=O)C1CCN(C(=O)c2cc(COc3ccc(F)cc3F)on2)CC1 ?
KCNQ2 inh: inactive; Kir21 block: -1.4

How did Cc1cc(C(C)(C)C)oc1C(=O)N(CC(=O)NC1CCCC1)Cc1ccc(F)cc1 do in these assays?
KCNQ2 inh: inactive; Kir21 block: 2.6

What do the screens show for `CN(C)CCNC(=O)c1c(CSc2ccccc2)noc1C(=O)NCc1ccccc1`?
KCNQ2 inh: inactive; Kir21 block: 0.56

What do the screens show for `CCOC(=O)c1c(-c2ccc(-c3ccccc3)cc2)csc1NC(=O)CNCCN(C)C`?
KCNQ2 inh: -8.8*; Kir21 block: -3.7

What do the screens show for `CC(Sc1nnc(-c2ccc(O)cc2)o1)C(=O)Nc1cccc2ccccc12` (stereo unspecified)?
KCNQ2 inh: inactive; Kir21 block: 1.2

Results for CSc1nnc(-c2cc(C)on2)n1-c1ccccc1 ?
KCNQ2 inh: inactive; Kir21 block: -2.6

How did CC(C)(C)c1nnc(NC(=O)CCS(=O)(=O)c2ccccc2)s1 do in these assays?
KCNQ2 inh: inactive; Kir21 block: 1.4

Results for CCOc1cccc2cc(-c3cn4cc(C)ccc4n3)c(=O)oc12 ?
KCNQ2 inh: inactive; Kir21 block: -1.2

How did Cc1ccccc1CN(C)CCc1ccccn1 do in these assays?
KCNQ2 inh: inactive; Kir21 block: -2.1

Results for CN(Cc1ccccc1)C(=O)CSc1nc2cc(C(=O)N3CCC(C(N)=O)CC3)ccc2c(=O)n1-c1ccccc1 ?
KCNQ2 inh: inactive; Kir21 block: 1.3

What do the screens show for `COc1ccc(/C=C2/S/C(=N/N=C3\CC4CCC3(C)C4(C)C)NC2=O)cc1` (stereo unspecified)?
KCNQ2 inh: inactive; Kir21 block: 1.1

Results for CC(C)(C)NC(=O)C(c1ccco1)N(C(=O)c1csnn1)c1ccccc1 (stereo unspecified) ?
KCNQ2 inh: inactive; Kir21 block: 1.5

What do the screens show for `Cc1ccc(NC(=O)CC2NCCNC2=O)cc1` (stereo unspecified)?
KCNQ2 inh: inactive; Kir21 block: -0.61

What do the screens show for `COC(=O)c1nn(-c2ccc(OC)cc2)c(=O)cc1O`?
KCNQ2 inh: inactive; Kir21 block: -1

What do the screens show for `CCOC(=O)C1CCCN(C(=O)c2cc(-c3ccc(C)cc3)nc3ccccc23)C1` (stereo unspecified)?
KCNQ2 inh: -5.6*; Kir21 block: 0.91

What do the screens show for `CCOc1cc2[nH]c(=S)n(Cc3ccc(C(=O)NCCCN(CC)CC)cc3)c(=O)c2cc1OCC`?
KCNQ2 inh: inactive; Kir21 block: 0.23

Results for O=C(COc1cccc(C(F)(F)F)c1)NCC(c1ccco1)N1CCCCC1 (stereo unspecified) ?
KCNQ2 inh: -5.6*; Kir21 block: -0.85

What do the screens show for `O=C(CCN1C(=O)c2ccccc2C1=O)Nc1cc(F)ccc1F`?
KCNQ2 inh: inactive; Kir21 block: -1.1

Results for Cc1nn(-c2ccc(Cl)cc2Cl)c(=O)c2ccccc12 ?
KCNQ2 inh: inactive; Kir21 block: -0.42

Results for S=C(NCCc1ccccc1)N1CCN(Cc2ccc(Cl)c(Cl)c2)CC1 ?
KCNQ2 inh: inactive; Kir21 block: 0.33

What do the screens show for `CC(Oc1cc2oc(=O)c3c(c2cc1Cl)CCC3)C(=O)NCCCN1CCOCC1` (stereo unspecified)?
KCNQ2 inh: inactive; Kir21 block: 0.09

How did CCC(C(=O)N1CCN(C(=O)c2ccco2)CC1)c1ccccc1 (stereo unspecified) do in these assays?
KCNQ2 inh: inactive; Kir21 block: 0.16

How did CCOC(=O)c1ccoc1CSCc1ccc(C(=O)OC)o1 do in these assays?
KCNQ2 inh: inactive; Kir21 block: -0.91

How did CCCCCCCCCc1nc(N)n[nH]1 do in these assays?
KCNQ2 inh: inactive; Kir21 block: 0.26

How did CC(C)(C)OC(=O)NC(CNCc1ccccc1)Cc1ccccc1 (stereo unspecified) do in these assays?
KCNQ2 inh: inactive; Kir21 block: -1

How did CC(=O)N/C(=C/c1ccc2c(c1)OCO2)C(=O)NCc1ccccc1 do in these assays?
KCNQ2 inh: inactive; Kir21 block: 1.1

What do the screens show for `O=C(CN1C(=O)CSC1=O)Nc1ccc2c(c1)OCCO2`?
KCNQ2 inh: inactive; Kir21 block: -0.52

How did Cc1cc(Cl)ccc1NC(=S)NC1CCCC1 do in these assays?
KCNQ2 inh: inactive; Kir21 block: -0.06

Results for O=C(O)c1cccc(NC(=O)c2cn(-c3ccccc3)nc2-c2ccc([N+](=O)[O-])cc2)c1 ?
KCNQ2 inh: inactive; Kir21 block: 0.12

Results for COc1ccc(C2NC(=S)NC(C)=C2C(=O)c2ccccc2)cc1OC (stereo unspecified) ?
KCNQ2 inh: inactive; Kir21 block: -0.11

Results for Brc1ccc(Cn2c(-c3cncs3)nc3ccccc32)cc1 ?
KCNQ2 inh: inactive; Kir21 block: -0.23

Results for Cc1ccccc1N1CCN(C2CCCN(C(=O)c3noc4c3CCCC4)C2)CC1 (stereo unspecified) ?
KCNQ2 inh: inactive; Kir21 block: -1.5

Results for Cc1nn(-c2ccccc2)c(C)c1/C=C/C(=O)OCC(=O)NC1CCS(=O)(=O)C1 (stereo unspecified) ?
KCNQ2 inh: inactive; Kir21 block: 0.51

Results for O=C(COc1ccc(Cl)cc1)Nc1ccc(C(=O)NCc2cccnc2)cc1 ?
KCNQ2 inh: inactive; Kir21 block: -0.03

What do the screens show for `O=C(NCCCn1ccnc1)C(=O)NCC1OCCN1S(=O)(=O)c1ccc(F)cc1` (stereo unspecified)?
KCNQ2 inh: inactive; Kir21 block: -0.64

What do the screens show for `CC(=O)Nc1cccc(N/C=C(\C=O)c2nc3ccccc3o2)c1`?
KCNQ2 inh: inactive; Kir21 block: 0.22

Results for Cc1cc(C(=O)NNc2ccccc2F)no1 ?
KCNQ2 inh: inactive; Kir21 block: -3.5

What do the screens show for `Cc1cc(NCCNC2=CC(=O)CCC2)nc2ccccc12`?
KCNQ2 inh: inactive; Kir21 block: 2.1

How did C=CCN1C(=O)C(O)(CC(=O)c2c(C)n[nH]c2C)c2cc(Br)ccc21 (stereo unspecified) do in these assays?
KCNQ2 inh: inactive; Kir21 block: -0.33

Results for COC(=O)c1cc(S(=O)(=O)n2nc(C)c(Br)c2C)c(Cl)cc1Cl ?
KCNQ2 inh: inactive; Kir21 block: -0.28

What do the screens show for `CCn1c(SCC(=O)N2CCN(c3ccc(F)cc3)CC2)nc2ccccc2c1=O`?
KCNQ2 inh: inactive; Kir21 block: -0.25

How did O=C(Cn1c(=O)n(CCc2c[nH]c3ccccc23)c(=O)c2cccnc21)Nc1ccccc1F do in these assays?
KCNQ2 inh: inactive; Kir21 block: 1.5

How did CCn1c(SCC(=O)c2c(N)n(C)c(=O)n(C)c2=O)nnc1-c1ccccc1 do in these assays?
KCNQ2 inh: inactive; Kir21 block: 0.25

What do the screens show for `CCC(C)NC(=O)c1cc(Cl)c(NC(=O)C2=C(C)OCCS2)cc1OC` (stereo unspecified)?
KCNQ2 inh: inactive; Kir21 block: 0.1

How did COc1cccc(CC2(CO)CCCN(Cc3ccc(CO)o3)C2)c1 (stereo unspecified) do in these assays?
KCNQ2 inh: inactive; Kir21 block: -0.29

How did O=[N+]([O-])c1cc(/C=N/N/C(=N/c2ccccn2)c2ccccn2)ccc1O do in these assays?
KCNQ2 inh: inactive; Kir21 block: -0.38

Results for CC(=O)Nc1ccc(Oc2nc(C(F)(F)F)nc3ccccc23)cc1 ?
KCNQ2 inh: inactive; Kir21 block: -0.27

How did Cc1cc(NC(=O)c2cc(CC(C)C)on2)no1 do in these assays?
KCNQ2 inh: inactive; Kir21 block: 0.01

How did COc1ccc(C(=O)Oc2cc(/C=N/NC(N)=S)ccc2OC)cc1 do in these assays?
KCNQ2 inh: inactive; Kir21 block: 0.94

How did CCc1noc(C)c1C(=O)N1CCOCC1 do in these assays?
KCNQ2 inh: inactive; Kir21 block: -0.29

What do the screens show for `COCC(C)NC(C(=O)Nc1ccc(C)c(Cl)c1)c1ccccc1` (stereo unspecified)?
KCNQ2 inh: -6.8*; Kir21 block: 0.01

What do the screens show for `COC(=O)C1C(=O)NCC1c1ccc(C)cc1` (stereo unspecified)?
KCNQ2 inh: inactive; Kir21 block: 0.66

How did CCOC(=O)C1=C(O)/C(=C/c2cc(C)n(-c3ccccc3)c2C)N=C1C do in these assays?
KCNQ2 inh: inactive; Kir21 block: -0.17

What do the screens show for `CCOC(=O)Cn1c(COc2ccccc2OC)[n+](C)c2ccccc21`?
KCNQ2 inh: inactive; Kir21 block: 0.05

Results for Cc1ccccc1Nc1nc(N)nc(CSc2nnc3sc4ccccc4n23)n1 ?
KCNQ2 inh: inactive; Kir21 block: -0.06

What do the screens show for `CCOC(=O)C1=C(C)OC(N)=C(C#N)C1c1cc(C)sc1C` (stereo unspecified)?
KCNQ2 inh: inactive; Kir21 block: -1

How did CCC1Sc2ccc(S(=O)(=O)CCC(=O)Nc3c(Cl)cc(OC)cc3OC)cc2NC1=O (stereo unspecified) do in these assays?
KCNQ2 inh: inactive; Kir21 block: -0.85

What do the screens show for `Cc1cccc(Nc2nc3c(S(=O)(=O)c4ccccc4)nnn3c3ccccc23)c1C`?
KCNQ2 inh: inactive; Kir21 block: 0.43

Results for Cc1cccc(OCCOC(=O)Nc2ccccc2)c1 ?
KCNQ2 inh: inactive; Kir21 block: -0.83

Results for Cc1ccnc(SCCn2c(N3CCN(C)CC3)nc3c2c(=O)n(C)c(=O)n3C)n1 ?
KCNQ2 inh: inactive; Kir21 block: 1.6

What do the screens show for `Cc1ccc(C(=O)N/C(=C/c2ccc(-c3cc(C(F)(F)F)ccc3Cl)o2)C(=O)NCc2cccnc2)cc1`?
KCNQ2 inh: inactive; Kir21 block: 1.3

How did COCc1[nH][nH]c(=O)c1C=Nc1ccc(Oc2ccccc2)cc1 do in these assays?
KCNQ2 inh: inactive; Kir21 block: -1.6

Results for COc1cccc(NC(=O)CSc2nc3ccccc3c3nc4ccccc4n23)c1 ?
KCNQ2 inh: inactive; Kir21 block: 2

What do the screens show for `Cc1nc(CCNC(=O)c2cc(COc3ccc(F)cc3Cl)on2)sc1C`?
KCNQ2 inh: inactive; Kir21 block: -0.66

Results for CC1CCCCN1C(=O)Cn1c(=O)n(C2CCCCC2)c(=O)c2ccccc21 (stereo unspecified) ?
KCNQ2 inh: inactive; Kir21 block: -0.07

Compounds above that contain a thiophene ring, fused or not:
What do the screens show for `CCOC(=O)c1c(-c2ccc(-c3ccccc3)cc2)csc1NC(=O)CNCCN(C)C`?
KCNQ2 inh: -8.8*; Kir21 block: -3.7

What do the screens show for `CCOC(=O)C1=C(C)OC(N)=C(C#N)C1c1cc(C)sc1C` (stereo unspecified)?
KCNQ2 inh: inactive; Kir21 block: -1

(more compounds)
How did CN(C)CCNC(=O)c1sc2nc(-c3ccccc3)cc(C(F)(F)F)c2c1N do in these assays?
KCNQ2 inh: inactive; Kir21 block: -8.5

How did C=CCOc1cccc(C2C(C(=O)c3ccc(C)o3)=C(O)C(=O)N2c2nnc(C)s2)c1 (stereo unspecified) do in these assays?
KCNQ2 inh: inactive; Kir21 block: -2.1

Results for COc1cc(CCNC(=O)CCCn2c(=O)c3cccn3c3cccnc32)cc(OC)c1OC ?
KCNQ2 inh: inactive; Kir21 block: 0.23

Results for CCOCCCn1c(=S)[nH]c2cc(C(=O)N3CCN(C4CCCCC4)CC3)ccc2c1=O ?
KCNQ2 inh: inactive; Kir21 block: -0.01

Among those listed so far, these contain a furan ring, fused or not.
How did Cc1cc(C(C)(C)C)oc1C(=O)N(CC(=O)NC1CCCC1)Cc1ccc(F)cc1 do in these assays?
KCNQ2 inh: inactive; Kir21 block: 2.6

Results for CC(C)(C)NC(=O)C(c1ccco1)N(C(=O)c1csnn1)c1ccccc1 (stereo unspecified) ?
KCNQ2 inh: inactive; Kir21 block: 1.5

Results for O=C(COc1cccc(C(F)(F)F)c1)NCC(c1ccco1)N1CCCCC1 (stereo unspecified) ?
KCNQ2 inh: -5.6*; Kir21 block: -0.85

How did CCC(C(=O)N1CCN(C(=O)c2ccco2)CC1)c1ccccc1 (stereo unspecified) do in these assays?
KCNQ2 inh: inactive; Kir21 block: 0.16

How did CCOC(=O)c1ccoc1CSCc1ccc(C(=O)OC)o1 do in these assays?
KCNQ2 inh: inactive; Kir21 block: -0.91

How did COc1cccc(CC2(CO)CCCN(Cc3ccc(CO)o3)C2)c1 (stereo unspecified) do in these assays?
KCNQ2 inh: inactive; Kir21 block: -0.29

What do the screens show for `Cc1ccc(C(=O)N/C(=C/c2ccc(-c3cc(C(F)(F)F)ccc3Cl)o2)C(=O)NCc2cccnc2)cc1`?
KCNQ2 inh: inactive; Kir21 block: 1.3

How did C=CCOc1cccc(C2C(C(=O)c3ccc(C)o3)=C(O)C(=O)N2c2nnc(C)s2)c1 (stereo unspecified) do in these assays?
KCNQ2 inh: inactive; Kir21 block: -2.1
